# SIAE inh: inhibitors of human sialic acid acetylesterase SIAE. SIAE FP-Rh probe binding, fluorescence polarization. inhibition, % at 9.66 µM. hit rate 0.69% among 370,000. AID 1053197;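 active = inhibition above a cutoff: mean of compounds within the control limits plus 3 SD of those, cut at about 17% in these data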;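 also: 0% = plate median of compound wells and 100% = probe without SIAE protein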
# ABHD4 inh: ABHD4 (mouse) inhibition, primary FP screen; purified mABHD4, FP-Rh probe fluorescence polarization; inhibition, % at 8.92 µM; hit rate 0.54% among 370,000; AID 720543; Q8VD66;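 active = inhibition exceeding the mean over every tested compound plus 3 SD, cut at about 30% in these data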;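 also: 0% = plate median of compound wells and 100% = S159A mutant with DMSO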
# Target sequence (Q8VD66 whole entry, looked up): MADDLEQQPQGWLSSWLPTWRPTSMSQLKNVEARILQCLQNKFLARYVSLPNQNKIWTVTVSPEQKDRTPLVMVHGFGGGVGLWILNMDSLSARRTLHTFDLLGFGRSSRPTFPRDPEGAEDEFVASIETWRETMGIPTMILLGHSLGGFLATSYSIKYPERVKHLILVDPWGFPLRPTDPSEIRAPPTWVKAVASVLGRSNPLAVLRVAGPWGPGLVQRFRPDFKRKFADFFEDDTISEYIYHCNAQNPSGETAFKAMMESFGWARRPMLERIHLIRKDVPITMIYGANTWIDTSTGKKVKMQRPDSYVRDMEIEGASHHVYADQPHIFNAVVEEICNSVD
#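 Test system: mABHD4 protein; Read-out basis: % inhibition; Incubation: 45 min + 60 min at 25 °C; Repeats: single replicate; Technique: fluorescence polarization with parallel and perpendicular emission, 525/598 nm; Compound: 8.92 µM, single dose; Benchmarks: full inhibition S159A mutant plus DMSO, zero as sample-well median.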
# GC-A act: GC-A (human) enzyme activation. hit rate 0.14% among 370,000. activation, % at 10 µM. P16066. HEK293 GC-A cells, cGMP TR-FRET, EC30 ANP; 0% at EC30 ANP, 100% saturating ANP. AID 1671463; in the data active = activation above about 40%
# NPR2 activator: GC-B (human) receptor activation; P20594; HEK293-GC-B cells, CNP EC30, cGMP TR-FRET; 0% at EC30 CNP, 100% saturating CNP; activation, % at 10 µM; hit rate 0.11% among 370,000;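 active = activation at 10 µM reaching about 35% in either raw or pattern-adjusted values, limit read from the data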
# TCR-CD3 inh: inhibitors of human TCR-CD3 interaction; TAMRA-labeled TCR probe fluorescence, biochemical; AID 651800; hit rate 0.37% among 360,000; inhibition, % at 9.4 µM; in the data active = inhibition above about 19%;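 also: recombinant mutant TCR 2C K166C tagged with TAMRA read by polarization; 0% = receptor in buffer alone and 100% = receptor with positive control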
# HTRA1 inhibitor: inhibitors of human serine peptidase HTRA1; hit rate 0.5% among 340,000; recombinant HTRA1, FP-rhodamine activity-based probe, fluorescence polarization; inhibition, % at 5.96 µM; in the data active = inhibition above about 36%;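 also: 0% = enzyme with DMSO and 100% = wells lacking enzyme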
# UHRF1 MBD2 ctr: human UHRF1 methylated DNA binding inhibitors. hit rate 0.75% among 370,000. AID 687016. inhibition, % at 4.4 µM. UHRF1 binding to methylated oligo, TR-FRET. Q96T88; in the data active = inhibition above about 21%;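 also: UHRF1 SRA domain binding a hemimethylated CpG hairpin DNA probe; 0% = median of test compound wells and 100% = reference inhibitor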
# MBD2 inh: blocks human MBD2 binding to methylated DNA; Q9UBB5; TR-FRET, MBD2 binding to methylated oligonucleotide; inhibition, % at 4.4 µM; hit rate 0.31% among 370,000; in the data active = inhibition above about 13%
# PRMT1 FP inh: PRMT1 (human) inhibition, primary screen; Q99873; recombinant PRMT1, activity-based probe fluorescence polarization; inhibition, % at 2.79 µM; hit rate 1.3% among 370,000;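 active = inhibition above about 21% made by adding two undisclosed values, limit read from the data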
# Target sequence (Q99873 whole entry, looked up): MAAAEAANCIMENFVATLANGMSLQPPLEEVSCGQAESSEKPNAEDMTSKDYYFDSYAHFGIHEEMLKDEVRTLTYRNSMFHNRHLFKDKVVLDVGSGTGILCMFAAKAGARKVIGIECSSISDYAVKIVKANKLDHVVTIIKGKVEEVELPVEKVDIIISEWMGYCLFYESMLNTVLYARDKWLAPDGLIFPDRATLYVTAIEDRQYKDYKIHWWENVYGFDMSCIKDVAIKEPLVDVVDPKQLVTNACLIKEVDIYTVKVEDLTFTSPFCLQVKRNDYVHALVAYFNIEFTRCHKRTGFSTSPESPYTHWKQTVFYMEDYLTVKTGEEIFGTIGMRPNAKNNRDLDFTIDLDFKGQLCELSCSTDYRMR
# rCAG binder: binds r(CAG) RNA repeats. r(CAG) RNA repeat, TO-PRO-1 dye displacement fluorescence. inhibition, % at 3 µM. hit rate 1.3% among 370,000;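 active = inhibition above the plate cutoff, the mean of all test compounds on that plate plus 3 SD, cut at about 35% in these data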;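 also: 0% = DMSO alone and 100% = 100 µM mitoxantrone as full dye displacement; higher means more dye released from RNA so lower well fluorescence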
# An asterisk follows results filed as active; . = not tested or not shown; & = joins results of further samples. A portion of the library; rates above refer to the full screens.
SMILES,SIAE inh,ABHD4 inh,GC-A act,NPR2 activator,TCR-CD3 inh,HTRA1 inhibitor,UHRF1 MBD2 ctr,MBD2 inh,PRMT1 FP inh,rCAG binder
COc1ccc(CN2CCNC(=O)C2CC(=O)NC2CCCCC2)c(OC)c1 (stereo not given),4,4,2,-1,7,3,-4,1,-6,-5
Cc1cc(C)cc(NC(=O)C(OC(=O)c2ccc(NC(=O)CC#N)cc2)c2ccccc2)c1 (stereo not given),-111,-78,-15,-9,27*,-92,-4,-3,-4,31
COC(=O)c1cn(-c2ccccc2)nc1-c1ccc(OC)cc1,-13,0,-3,-9,1,-22,-2,1,0,-1
COCCCN1C(=O)C(CC(=O)NC(c2ccccc2)c2ccccc2)CC(C(=O)N(C(C)C)C(C)C)=C1C (stereo not given),10,9,2,1,-2,.,1,1,0,-1
CCc1sc(C(=O)NC2CCN(C)CC2)cc1Br,1,-3,-3,-10,0,-4,1,1,-1,2
Cc1cc(C)cc(-n2c(SC(C)C(=O)NCc3ccc4c(c3)OCO4)nc3ccccc3c2=O)c1 (stereo not given),-10,-25,-3,-3,2,-17,1,-6,-1,8
CCOC(=O)c1sc(N/N=C/c2cccc(C)c2)nc1C,-4,6,-6,-9,2,-2,-2,5,-2,9
COc1ccc(-c2cc(C(=O)N/N=C(\C)c3cccnc3)c3cc(C)ccc3n2)cc1OC,-13,-15,9,4,4,-16,0,-3,-1,10
O=C(CCN1c2ccccc2Sc2ccccc21)Oc1ccccc1,2,3,-12,3,-5,15,0,-5,2,5
CC(=O)Nc1ccc(Nc2nc3ccccc3nc2NS(=O)(=O)c2ccccc2)cc1,-1,5,-4,3,-15,3,4,4,3,34
COc1ccc(NC(=O)c2ccco2)cc1N,1,6,-13,-4,4,7,-3,-8,-3,-2
Cc1cccc(-c2cccc3c4c([nH]c23)[C@@H]2C[C@H](N(C)C(=O)c3ccccc3F)[C@H]([C@H](C)O)CN2CC4)c1,5,5,0,-3,.,.,-4,-3,1,13
CCOc1ccccc1NC(=O)c1cc(-c2ccncc2)nc2c(Cl)cccc12,-12,-1,-5,-2,4,-27,-2,-1,-1,4
NS(=O)(=O)c1cccc(NC(=O)COC(=O)Cn2cnc3ccccc32)c1,1,2,1,3,0,-5,18,9,1,2
CC(=O)c1sc2nc(SCC(=O)N3CCCCC3)[nH]c(=O)c2c1C,-15,7,0,1,-1,0,2,-8,0,7
COc1ccc(-c2ccc(/C=N/NC(=O)c3cccnc3)o2)c([N+](=O)[O-])c1,5,6,1,-4,-2,1,-3,-1,1,3
CCOc1ccccc1N(CC(=O)NCCc1ccc(OC)cc1)S(=O)(=O)c1ccc(C)cc1,3,4,-5,-6,-4,-23,12,6,2,0
Cc1oc(-c2ccccc2F)nc1CS(=O)(=O)CC(=O)NCc1ccco1,4,-12,-5,6,0,1,4,8,17,5
COc1ccc(NC(=O)C[C@H]2C(=O)N(c3ccc(OC)cc3)C[C@@H]2CSC)cc1,2,0,1,0,0,-7,-2,2,2,-1
Cn1cccc1/C=C1\Cc2ccccc2C1=O,0,1,-4,3,-7,0,-20,-9,-2,2
CCCN(CC(=O)Nc1ccccc1OC)C(=O)c1ccc(=O)[nH]c1,1,6,-2,2,-2,-4,0,-2,-7,1
O=C(O)Cc1sc(Nc2cccc3ccccc23)nc1-c1ccccc1,-15,-33,-1,-1,-16,-13,1,1,15,20
Cc1c(O)cccc1C(=O)N[C@@H](CSc1ccccc1)[C@H](O)CN1C[C@H]2CCCC[C@H]2C[C@H]1C(=O)NC(C)(C)C,-13&-13,-9&-4,-5&-4,1&-1,7&2,-11&-17,0&2,2&0,-3&1,5&3
CC(/C=N/NC(=O)c1nnn(-c2nonc2N)c1CN(C)C)=C\c1ccco1,4,2,-1,7,-2,5,-5,-5,-3,-2
O=C(NCc1cc(C(F)(F)F)ccc1F)C1CCC(=O)N(C2CC2)C1 (stereo not given),-7,-1,4,8,-3,-2,2,3,3,-7
COc1ccc(N(C(=O)c2snc(C(N)=O)c2N)C(C(=O)NCC2CCCO2)c2ccc3ncccc3c2)cc1OC (stereo not given),2,-7,-6,-6,0,-2,-2,-9,-4,3
O=C(CSc1nnc2ccccn12)NNC(=O)c1cccc([N+](=O)[O-])c1,-7,11,0,3,80*,4,1,-1,1,2
COC(=O)CCC(=O)N(CCN(C(=O)CCC(=O)OC)c1ccccc1)c1ccccc1,6,-4,-34,-16,-1,.,0,-5,0,-4
CC1CCN(C(=O)C2CCC(CNc3c(N4CCCCC4)c(=O)c3=O)CC2)CC1 (stereo not given),3,1,-1,-3,4,8,0,2,-3,-4
O=C(CCN=C1NS(=O)(=O)c2ccccc21)OCC(=O)c1ccc(F)cc1,-5,2,1,-3,2,0,-3,5,-1,4
O=C(NNC(=O)c1cc(-c2ccc(Cl)cc2)nc2ccccc12)c1csc(N2CCOCC2)n1,-26,-34,3,-6,-7,-16,6,1,7,25
COc1ccc(/C=C2\SC(=S)N(CC(=O)N(C)C3CCS(=O)(=O)C3)C2=O)cc1 (stereo not given),2,-1,3,-7,9,-3,-2,-6,-2,4
COc1ccccc1NC(=O)CN1CCC(c2nc3ccc(C)cc3[nH]2)CC1,-3,-6,-5,-2,5,-13,0,-5,0,-5
CCCN(CC(=O)Nc1ccc(F)c(F)c1F)C(=O)Cc1ccc(S(=O)(=O)N2CCOCC2)s1,1,12,-1,-1,-9,-4,-2,-4,-1,20
Cc1ccnc(SCCn2c(N3CCN(Cc4ccccc4)CC3)nc3c2c(=O)[nH]c(=O)n3C)n1,-4,9,1,-4,1,3,1,-1,-2,0
CCC(=O)c1ccc(OCC(O)CNCCc2ccc(Cl)cc2)cc1 (stereo not given),1,6,2,1,3,-3,-2,4,-2,0
CCCCc1c(C)nc(N2CCCC2)[nH]c1=O,-2,0,-1,1,-1,1,-4,5,-2,-1
O=C1CN(C(=O)COC(=O)CCNS(=O)(=O)c2ccc(Cl)cc2)c2ccccc2N1,3,2,-11,-5,3,-6,0,2,-1,-2
Cn1c(=O)[nH]c(=O)c2c1nc1n2CC(COc2ccc3ccccc3c2)O1 (stereo not given),-2,5,4,-7,-9,3,2,4,3,0
N#Cc1c(/N=C/c2cccnc2)sc2c1CCCC2,22*,6,-5,-2,7,.,-1,1,0,1
CSc1ccc(/C=N/NC(=O)c2ccc(-n3cnnn3)cc2)cc1,-3,-1,-7,-6,1,-9,-4,3,-1,4
O=C1C(=C2CCCCC2)SC(=S)N1Cc1ccco1,7,10,2,-3,5,5,-4,2,44*,19
Cc1ccc(NC(=O)CSCC(=O)Nc2nnc(C)s2)cc1,-3,5,-3,-1,5,0,1,3,8,2
Cc1[nH]n(-c2cccc(Cl)c2)c(=O)c1/C=N/n1c(C)nc2ccccc2c1=O,2,5,4,-2,-5,-1,-5,-8,-1,7
O=C(Nc1ccc2c(c1)OCO2)c1cc(-c2ccccc2Cl)on1,-5,-9,7,-3,5,-6,-2,-10,-4,7
COCCNC(=O)Cn1cc(C(=S)N2CCCCC2)c2ccccc21,16,-4,3,-1,9,-5,-2,0,1,-4
CCc1ccc(NC(=O)CS(=O)CC(=O)NCCCc2ccccc2)cc1 (stereo not given),-3,9,1,1,6,-2,4,-1,2,-1
O=C(NCc1cccnc1)c1cc(C2CCCN(C(=O)c3ccc4c(c3)CCO4)C2)on1 (stereo not given),-8,-4,-4,-2,1,.,1,-1,1,-2
CCc1ccc(N(C(C)=O)C2C=CS(=O)(=O)C2)cc1 (stereo not given),-8,2,-5,-4,1,4,-1,-2,-1,-3
CC(CNS(=O)(=O)c1ccccc1)Sc1nncn1C (stereo not given),-5,-5,-2,2,-3,-13,-2,0,-1,4
CC(C(=O)NC1CCCc2ccccc21)N1CCN(c2ccc(F)cc2)CC1 (stereo not given),3,-4,-4,-3,0,1,0,2,-1,-1
NC(=O)c1c(NC(=O)c2ccccc2F)sc2c1CCCC2,-1,-5,-8,-7,0,-6,-2,-4,-2,19
NC(=O)CSc1nc(-c2ccccc2)nc2c1CCCC2,9,3,-1,1,0,1,-2,1,-2,-2
O=C(Cn1cnc2ccccc2c1=O)NCC(=O)N1CCOCC1,8,-2,2,1,-5,1,9,1,-1,2
Cc1nc2cc(N)ccc2n1-c1ccccc1,-5,-2,-1,0,-1,10,-1,3,-1,3
COc1cccc(CNc2ccc(F)c(Cl)c2)c1O,3,-7,0,-3,-2,-19,1,3,5,7
C=CCC[C@H](Cc1ccc(F)cc1)C(=O)OC[C@@H](NC(=O)[C@@H](CC=C)CC(=O)N[C@H](CO)Cc1ccccc1)C(C)(C)C,-4,-18,-7,-13,-1,-39,2,5,3,-2
C/C=C1\COC(C(=O)NCc2ccccc2)(C(F)(F)F)C=C1C=C(C)C (stereo not given),-5,-11,-9,-16,2,-27,-1,2,-1,-8
CC1CN(C(=O)c2cccc(C(=O)N3CC(C)OC(C)C3)c2)CC(C)O1 (stereo not given),-3,3,-1,2,4,-3,0,-2,-1,-3
CCC(C)(C)C1CCc2[nH]nc(C(=O)NC(C)C)c2C1 (stereo not given),-3,-13,-2,0,1,-9,-3,-1,1,-8

# 4 of the entries above in order of the SIAE inh value, falling.
Compound | SIAE inh | ABHD4 inh | GC-A act | NPR2 activator | TCR-CD3 inh | HTRA1 inhibitor | UHRF1 MBD2 ctr | MBD2 inh | PRMT1 FP inh
COCCNC(=O)Cn1cc(C(=S)N2CCCCC2)c2ccccc21 | 16 | -4 | 3 | -1 | 9 | -5 | -2 | 0 | 1
O=C(Cn1cnc2ccccc2c1=O)NCC(=O)N1CCOCC1 | 8 | -2 | 2 | 1 | -5 | 1 | 9 | 1 | -1
Cc1[nH]n(-c2cccc(Cl)c2)c(=O)c1/C=N/n1c(C)nc2ccccc2c1=O | 2 | 5 | 4 | -2 | -5 | -1 | -5 | -8 | -1
Cc1nc2cc(N)ccc2n1-c1ccccc1 | -5 | -2 | -1 | 0 | -1 | 10 | -1 | 3 | -1

# Additional entries
SMILES,SIAE inh,ABHD4 inh,GC-A act,NPR2 activator,TCR-CD3 inh,HTRA1 inhibitor,UHRF1 MBD2 ctr,MBD2 inh,PRMT1 FP inh,rCAG binder
CN1CCN(C(=O)N(c2ccccc2)c2ccccc2)CC1,7,2,2,-3,8,5,-2,5,-3,5
COc1ccc(N=Cc2ccc(-c3ccccc3)o2)cc1,3,1,2,-2,1,-16,-4,-9,-2,-2
COc1cccc(C(O)c2nc(-c3cccc(C(=O)O)c3)cs2)c1 (stereo not given),0,3,-1,-2,-3,.,1,4,2,3
CCn1c(SCC(=O)N2CCN(c3cccc(Cl)c3)CC2)nc2ccccc2c1=O,-4,3,-3,1,-2,2,-1,3,3,8
CCNC(=O)Nc1nc2ccccc2s1,0,1,11,-3,6,7,1,-4,-1,-1
CN(C)CCCn1c(SCc2ccc(Cl)cc2)nnc1-c1ccncc1,7,8,2,2,-14,-5,1,3,0,-6
CCOc1cccc(C(=O)NC(=S)Nc2cccc(C)c2)c1,-1,-5,1,5,10,-49,-3,-1,-3,-1
COc1ccc(OC)c(NC(=O)c2ccc(OCC(=O)N3CCOCC3)c(OC)c2)c1,12,2,-3,-4,0,0,-1,-6,3,-1
O=C(COC(=O)C1CCC1)Nc1cc(S(=O)(=O)N2CCCCC2)ccc1Cl,3,-5,-3,8,4,-5,3,1,4,-3
CCC(C)[C@@H](C(=O)Nc1ccc2c(c1)OCO2)N1Cc2ccccc2C1=O (stereo not given in full),6,-3,5,-1,0,-3,1,-1,-1,4
Cc1ccc(C)c(OCCC(=O)OCC(=O)NCc2ccccc2)c1,8,-1,-4,5,-2,-1,1,7,2,-6

# High-throughput results as filed in PubChem BioAssay.
